Assay outcomes as filed in PubChem BioAssay.
Dicer processing: inhibitors of Dicer pre-microRNA processing, primary screen, biochemical, cat-ELCCA, chemiluminescence. actives 6% (n = 47,000). cat-ELCCA pre-miR-21 Dicer processing; stronger effect = higher value. Endoribonuclease Dicer (Homo sapiens), Q9UPY3. z-score at 25 µM. AID 1347074, 2019; in the data active = z-score above about 3, passing the limit was not always enough;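 note: plate controls were vehicle for no effect and no enzyme for full effect; higher signal means more uncleaved substrate so more Dicer inhibition; strong numbers were not always called active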
* marks the source's active call; other numbers are inactive results. Some of the compounds tested; count on the stated rates, not on these rows.

SMILES	Dicer processing
N#Cc1ncc(C(F)(F)F)cc1Oc1ccc(Cl)cc1	1.47
CCOC(=O)N/N=C/c1ccc(F)cc1	-0.11
CC(C)NS(=O)(=O)c1ccc(N2C(=O)CC3(CCCC3)C2=O)c(Cl)c1	-0.93
Cc1nn2c3c(cnc2c1-c1ccc(Cl)cc1)C(=O)CC(c1cccs1)C3 (configuration not stated)	-0.48
CCOc1ccc2c(c1)C(C)=CC(C)(C)N2C(=O)Nc1ccccc1F	-1.54
CCCCOC(=O)C1=C(C)NC2=C(C(=O)CCC2)C1c1ccc(OC)c(Br)c1 (configuration not stated)	-0.67
O=C(Nc1ccc(S(=O)(=O)NC23CC4CC(CC(C4)C2)C3)cc1)c1ccc(Cl)cc1	0.54
COc1ccccc1-c1nc2c3c4c(sc3ncn2n1)CCCCC4	0.48
C=CCNc1nc2c(c(=O)n(C)c(=O)n2C)n1Cc1ccc(F)cc1	1.77
Cc1cc2nc(Nc3nc4ccccc4c(=O)[nH]3)nc(C)c2cc1C	-1.14
CCOC(=O)c1ccc2c(c1)nc(C)n2CC	0.45
O=C(Nc1ccccc1)c1cc2ccccc2c(=O)s1	0.39
Cc1cc(C)n(-c2ncnc3c2nnn3Cc2ccccc2Cl)n1	0.19
O=C1CCCC2=C1C(c1cc(Br)ccc1O)C1C(=O)c3ccccc3C1=N2 (configuration not stated)	-0.43
Nc1nc(NCc2ccccc2F)nn1-c1ccccc1	0.4
Cn1nc(C(F)(F)F)c(-c2cccc(C(F)(F)F)c2)c1NC(=O)c1ccccc1	1.71
CN(C)CCC(=O)c1ccc(C(C)(C)C)cc1	-1.48
O=S1(=O)CC(O)C(Nc2ccccc2)C1 (configuration not stated)	-3.81
COc1ccc(CCN2CC(C(=O)O)CC2=O)cc1OC (configuration not stated)	2.36
CO/N=C(\C(=O)Oc1c(Cl)c(Cl)c(Cl)c(Cl)c1Cl)c1ccco1	0.75
COc1ccc(Cc2c(Cl)nc(SC)nc2Cl)cc1	-0.78
Cn1c(=O)c2c(nc(Sc3ccccc3N)n2C)n(C)c1=O	-2.65
Cc1ccc(C2c3c(oc4ccc(F)cc4c3=O)C(=O)N2CCCN2CCOCC2)cc1 (configuration not stated)	1.11
COc1cccc(-c2nnc3c4c5c(sc4ncn23)CCCC5)c1	-0.41
CNc1nsc(C(=O)c2ccc(C)cc2)c1N	2.06
NNC(=O)CO/N=C/c1ccc(Cl)cc1Cl	0.83
CCOC(=O)c1c(SC)[nH]c2c(C(F)(F)F)cccc2c1=O	-1.33
O=C1CSC(c2ccccc2)N1c1ccc(Cl)cc1 (configuration not stated)	0.41
CCOc1ccccc1C1Nc2c(C)cccc2-c2cc(C)nn21 (configuration not stated)	4.42*
COc1ccc(/C=N/n2cnc3c(sc(=S)n3-c3ccccc3)c2=O)cc1	-1.32
Cc1ccc(C)n1-c1sc2c(c1C(=O)NN)CCCC2	0.33
CC(C)(CCO)NC(=S)NC1CC2C=CC1C2 (configuration not stated)	0.22
CCOC(=O)C(=CNNC(=O)c1cccs1)C(=O)OCC	-0.48
Cc1cccc(NC(=S)NNC(=O)NNC(=S)Nc2cccc(C)c2)c1	1.57
CC(C)n1c(SCC(=O)c2ccc(F)cc2)nc2cc(Cl)ccc21	-0.01
CN(C)/C=C(\C#N)Sc1nnc(-n2cccc2)s1	-2.4
CC1CN(Cc2c(O)ccc3c2oc(=O)c2ccccc23)CC(C)O1 (configuration not stated)	3.09*
COc1ccc(C2CC(=O)C3=C(C2)Nc2nc4ccccc4n2C3c2ccc(F)cc2)cc1 (configuration not stated)	-1.23
CS/C(=C\C(=O)c1ccccc1)Nc1ccccc1Cl	0.17
Cc1cc(=O)[nH]c2cc(-c3ccccc3)nn12	2.15

Entries from the list above with bromine, in the order listed:
SMILES	Dicer processing
CCCCOC(=O)C1=C(C)NC2=C(C(=O)CCC2)C1c1ccc(OC)c(Br)c1 (configuration not stated)	-0.67
O=C1CCCC2=C1C(c1cc(Br)ccc1O)C1C(=O)c3ccccc3C1=N2 (configuration not stated)	-0.43

Additional compounds:
SMILES	Dicer processing
O=C(Cn1c2ccccc2n2nc(-c3ccccc3)nc12)c1cccs1	-0.41
CNC(=O)CN1C(=O)c2ccccc2S1(=O)=O	-0.03
CSc1nc(N/C=C2/C(=O)c3ccccc3N(C)S2(=O)=O)nc(C2CC2)n1	-0.84
CN(C)/C=N/c1ncc(-c2ccc(Br)s2)s1	-2.93
CN(C(=O)C1CCCCC1)c1nc(-c2ccc(Cl)s2)cs1	-1.47
COC(=O)CC1Oc2ccc(F)cc2-n2cc(-c3ccc(C)cc3)nc21 (configuration not stated)	1.16
CCOC(=O)Cc1csc(NC(=O)Nc2cccs2)n1	-0.2
CC(=O)/C(=C\Nc1ccccc1O)c1nnnn1-c1ccccc1	23.2
N=C(N)N1CCOCC1	-0.16
c1ccc(-c2cc(C3=Nn4c(nnc4-c4cccs4)SC3)on2)cc1	0.25
COc1ccc(-c2ccnc3[nH]n(-c4nc(C)cc(C)n4)c(=O)c23)cc1	0.7
COc1ccc(C2/C(=C(/O)c3ccc(C)cc3)C(=O)C(=O)N2c2ccc(O)cc2)cc1 (configuration not stated)	0.61
Cn1nc(OC(C)(C)C(=O)Oc2ccc(Cl)cc2Cl)cc1C(F)(F)F	0.27
O=c1c(Oc2ccccc2Br)c(C(F)(F)F)oc2c(CN3CCCC3)c(O)ccc12	2.35
O=C1c2oc3ccccc3c(=O)c2C(c2cccc(O)c2)N1c1nccs1 (configuration not stated)	-0.1
COc1ccc(NN=C(C#N)C#N)c([N+](=O)[O-])c1	0.81
O=C(c1cnn2c(C(F)F)cc(-c3ccccc3)nc12)N1CCCCC1	0.82
O=C(NCCCCCCNC(=O)NCc1ccccc1)NCc1ccccc1	-0.41
COc1cc(CNCCSc2nnnn2C)ccc1OCc1c(F)cccc1Cl	-0.76
Cc1ccc(-c2nc(-c3ccncc3)no2)c(Cl)c1	1.4

An excerpt from above in order of SMILES length, smallest number first.
SMILES	Dicer processing
CN(C)/C=N/c1ncc(-c2ccc(Br)s2)s1	-2.93
CC(=O)/C(=C\Nc1ccccc1O)c1nnnn1-c1ccccc1	23.2
O=C(Cn1c2ccccc2n2nc(-c3ccccc3)nc12)c1cccs1	-0.41
O=C(c1cnn2c(C(F)F)cc(-c3ccccc3)nc12)N1CCCCC1	0.82
COC(=O)CC1Oc2ccc(F)cc2-n2cc(-c3ccc(C)cc3)nc21 (configuration not stated)	1.16
O=c1c(Oc2ccccc2Br)c(C(F)(F)F)oc2c(CN3CCCC3)c(O)ccc12	2.35

As entered above.
Value of O=C(Cn1c2ccccc2n2nc(-c3ccccc3)nc12)c1cccs1 under Dicer processing: -0.41
Value of CNC(=O)CN1C(=O)c2ccccc2S1(=O)=O under Dicer processing: -0.03
Value of Cc1cccc(NC(=S)NNC(=O)NNC(=S)Nc2cccc(C)c2)c1 under Dicer processing: 1.57
Value of CN(C(=O)C1CCCCC1)c1nc(-c2ccc(Cl)s2)cs1 under Dicer processing: -1.47
Value of COC(=O)CC1Oc2ccc(F)cc2-n2cc(-c3ccc(C)cc3)nc21 (configuration not stated) under Dicer processing: 1.16
Value of COc1ccc(NN=C(C#N)C#N)c([N+](=O)[O-])c1 under Dicer processing: 0.81

Next section
SMILES	Dicer processing
Cc1ccc2cc(C)c(N3CCC(C)CC3)nc2c1	-0.65
COC(=O)CSc1nc2ccc(Cl)cc2s1	0.92
N#Cc1ncoc1-c1ccc(C(F)(F)F)cc1	0.41
CSc1nc(N)nc(C23CC4CC(CC(C4)C2)C3)n1	-1.5
C=CCOc1ccc(/C=N/Nc2nc3c(c(=O)n(C)c(=O)n3C)n2C)cc1	-3.01
CCOC(=O)CSCN1CCCCC1	0.63
COc1cc(O)ccc1C1Nc2c(C)cc(C)cc2-c2cc(C)nn21 (configuration not stated)	2.86
CC(Sc1n[nH]c(=O)[nH]c1=O)C(=O)OCc1ccccc1 (configuration not stated)	0.96
CCOC(=O)c1sc(Nc2ccccc2)c(-c2nc3ccccc3[nH]2)c1N	-0.64
N#Cc1c(SC2CCCCC2)sc(C(=O)O)c1-c1ccc(Cl)cc1	-0.46
S=c1[nH]ccn1-c1cccc(Cl)c1Cl	-0.1
C=CCOC(=O)c1sc(N2C(=O)c3oc4ccccc4c(=O)c3C2c2ccco2)nc1C (configuration not stated)	0.01
CCOC(=O)Cn1nnc(-c2ccc(C(F)(F)F)cn2)n1	0.16
O=C(OCc1nccn1Cc1ccc(Cl)cc1)c1ccccc1	0.59
CC(=O)NC1=NC(=O)/C(=C\c2cccs2)N1C	-0.39
CN(C)/N=C(\Cn1nnc(N2CCCC2)n1)c1ccc(Cl)cc1	-2.64
CCCCC(=O)O[C@H]1CC[C@H]2[C@@H]3CCc4cc(O)ccc4[C@H]3CC[C@]12C	-0.14
COc1ccc(C2CC(=O)C3=C(C2)Nc2ccccc2N(C(=O)C2CC2)C3c2cccnc2)cc1OC (configuration not stated)	-0.58
CC(C)(C)Sc1ccccc1/C=N/O	1.68
COc1ccc(Br)c(C(=O)CC#N)c1	1.1
COc1ccc2[nH]cc(CCNS(=O)(=O)c3ccc(N)cc3)c2c1	0.58
CCOC(=O)c1c(N)n(-c2ccccc2OC)c2nc3ccccc3nc12	0.89
CC(C)CC(=O)N1c2ccccc2NC2=C(C(=O)CC(C)(C)C2)C1c1cccs1 (configuration not stated)	0.36
O=C1C(=O)N(CCCN2CCOCC2)C(c2ccncc2)/C1=C(\O)c1ccccc1 (configuration not stated)	0.89
c1nc(N2CCCC2)c2c3c(sc2n1)CCCC3	-0.19
Cn1c(Cn2cc(C(F)(F)F)ccc2=O)n[nH]c1=S	-0.43
Clc1ccc(N=Cc2c(-c3ccccc3)nc3n2CCS3)cc1	3.87*
CCCCSc1nn2c(=O)c3ccccc3nc2c(=O)[nH]1	-0.41
CCN(CC)CCn1c(NCc2ccco2)nc2ccccc21	3.81*
CCOC(=O)NC(=O)c1cn(Cc2cccs2)c(=O)n(Cc2ccc(Cl)cc2)c1=O	0.07
NC(N)=Nc1nc(-c2ccc([N+](=O)[O-])cc2)cs1	-1.31
CCn1c2c(c(=O)[nH]c1=O)C(c1cccc(OC)c1)C1=C(N2)c2ccccc2C1=O (configuration not stated)	2.11
CSCCC(NC(=O)c1ccc(C(F)(F)F)cc1)C(=O)NNS(=O)(=O)c1ccccc1Cl (configuration not stated)	0.38
NC1=NC(c2ccccn2)n2c(nc3ccccc32)N1 (configuration not stated)	-1.3
COC(=O)C1=C(C)NC(=O)C1CC(=O)O (configuration not stated)	-0.04
CC(=N)c1c(O)c2ccccc2n(C)c1=O	0.9
Cc1nc(S(=O)(=O)Nc2ccc(-c3cn4c(n3)SCC4)cc2)cn1C	-0.29
O=C(O)[C@H]1/C(=C/CO)O[C@@H]2CC(=O)N21	-0.02
CN(NC(=O)c1ccccc1C(=O)O)c1cc(C(F)(F)F)ccn1	0.31
N#C/C(=C\Nc1ccc(F)cc1F)C(=O)C1CC1	-0.99
O=C(O)CC1(CC(=O)Nc2ccccc2-n2cccn2)CCCCC1	-0.99
Nc1nc(Cc2cc3ccccc3[nH]2)nc(NC2CCCCC2)n1	4.05*
Cc1cc(NC(=O)C(C)C)cc(-c2nc3cc(Cl)ccc3o2)c1O	-1.32
C#CC(C)(C)NC(=O)Nc1ccccc1	0.74
CCOC(=O)c1cc2nc3sccn3c2s1	-0.99
CN(C)CCN1CNc2c(c(=O)n(C)c(=O)n2C)C1	3.49*
Cc1cc(C)c2cc(C(=O)NCc3ccccc3)[nH]c2c1	-5.25
Cc1ccc(Oc2ncccc2[N+](=O)[O-])c([N+](=O)[O-])n1	0.53
Cn1ncc2c(N/N=C/c3ccc(C#N)cc3)ncnc21	1.86
CC(Oc1cccc2cccnc12)C(=O)O (configuration not stated)	1.14
N#Cc1c(-c2cccs2)nc(SCC(=O)c2ccc(Br)cc2)[nH]c1=O	-2.35
CCCCC(=O)Nc1nc2ccccc2s1	-0.22
CCCCC1C(=O)N(c2ccccc2)N(c2ccc(O)cc2)C1=O (configuration not stated)	1.46
Cc1ccc2oc(-c3ccc(Cl)c(N)c3)nc2c1	0.94
O=C(NC(=O)c1ccc(F)c(Cl)c1)NN(Cc1c(F)cccc1Cl)c1ccccc1	-2.01
COC(=O)C1=C(C(=O)OC)SC(=C2C(=S)C(C)(C)Nc3ccc(OC)cc32)S1	-0.25
Cc1nc2n(CC(=O)N3CCCC3)c3ccccc3n2n1	2.06
c1ccc(-c2cc(N3CCOCC3)nn2-c2ccccc2)cc1	-1.67
Cc1cc(C)c(C(=O)CC2(O)C(=O)Nc3ccc(Cl)cc32)c(C)c1 (configuration not stated)	4.62*
CC/C(=N\OC(=O)NS(=O)(=O)c1ccc(C)cc1)c1ccc(-c2ccccc2F)cc1	-1.4
More records follow.
SMILES	Dicer processing
Cc1noc(-c2ccco2)c1NC(=O)NN(C)C	-0.41
CC(=O)Cn1c(=O)n(-c2ccc(Cl)c(Cl)c2)c(=O)c2cc(-c3ccccc3)sc21	-5.47
Cc1onc(-c2c(Cl)cccc2Cl)c1NC(=O)ON=C1CSC(C)SC1 (configuration not stated)	-0.82
O=c1oc2cc(S(=O)(=O)N3CCCCC3)ccc2c2ccc(S(=O)(=O)N3CCCCC3)cc12	1.67
CSc1cc(C(F)(F)F)cc(SC)c1SC	-0.68
CCOC(=O)c1nn(-c2ccccc2)c2nc(Nc3ccc(Cl)cc3)cc(=O)n12	0.66
O=C(O)c1ccccc1C(=O)N1CCc2c([nH]c3ccccc23)C1C(F)(F)F (configuration not stated)	1.26
Cc1cc(NC(=O)CSCC(=O)O)no1	0.06
Cc1ccc([N+](=O)[O-])cc1S(N)(=O)=O	-0.48
CC1=C(C(=O)OCc2ccccc2)C(c2ccc(C)s2)C2=C(CCCC2=O)N1 (configuration not stated)	0.6
CCCc1nc2sc3c(NCCN(C)C)ncnc3c2c2c1CCCC2	0.06
CCOC(=O)C1=C(c2ccccc2)N=C2SCC(=O)N2C1c1ccc(OC)cc1 (configuration not stated)	-2.93
COCCCn1c(-c2ccc(C(F)(F)F)cc2)n[nH]c1=S	0.23
